GPR151 ag: activators of human GPR151; Q8TDV0; PathHunter beta-arrestin GPR151 cells, luminescence; activation, % at 11.2 µM; 650,000 tested, 1% active; in the data active = activation above about 4.9%;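 note: 0% = median of compound wells and 100% = cells with positive control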
Target sequence (Q8TDV0 whole entry, looked up): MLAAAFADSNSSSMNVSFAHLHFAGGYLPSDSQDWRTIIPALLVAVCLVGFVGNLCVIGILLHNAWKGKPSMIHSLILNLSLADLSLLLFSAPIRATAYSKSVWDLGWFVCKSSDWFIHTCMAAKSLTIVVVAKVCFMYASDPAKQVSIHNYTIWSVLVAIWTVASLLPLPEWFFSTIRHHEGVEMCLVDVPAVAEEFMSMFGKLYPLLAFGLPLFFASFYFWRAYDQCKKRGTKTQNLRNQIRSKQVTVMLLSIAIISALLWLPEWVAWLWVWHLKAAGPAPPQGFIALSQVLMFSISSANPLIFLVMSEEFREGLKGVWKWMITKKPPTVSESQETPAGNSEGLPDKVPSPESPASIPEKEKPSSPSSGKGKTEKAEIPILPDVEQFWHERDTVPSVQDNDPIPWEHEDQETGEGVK
TEAD-YAP block: TEAD-YAP interaction inhibition. HEK-TIYL cells, TEAD-Gal4/YAP UAS-luciferase luminescence. inhibition, % at 9.12 µM. 640,000 tested, 1.4% active; in the data active = inhibition above about 32%;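 note: 0% = median of test compound wells and 100% = reference inhibitor wells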
FBW7 act: activators of human E3 ligase FBW7; Q969H0; AlphaScreen FBW7–phospho-cyclin E peptide binding, activator screen; normalized activity (activation), % at 26.1 µM; 650,000 tested, 0.13% active; AID 1259310; in the data active = normalized activity above about 1.9%;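 note: purified mutant Fbw7 with reduced substrate affinity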
Target sequence (Q969H0 whole entry, looked up): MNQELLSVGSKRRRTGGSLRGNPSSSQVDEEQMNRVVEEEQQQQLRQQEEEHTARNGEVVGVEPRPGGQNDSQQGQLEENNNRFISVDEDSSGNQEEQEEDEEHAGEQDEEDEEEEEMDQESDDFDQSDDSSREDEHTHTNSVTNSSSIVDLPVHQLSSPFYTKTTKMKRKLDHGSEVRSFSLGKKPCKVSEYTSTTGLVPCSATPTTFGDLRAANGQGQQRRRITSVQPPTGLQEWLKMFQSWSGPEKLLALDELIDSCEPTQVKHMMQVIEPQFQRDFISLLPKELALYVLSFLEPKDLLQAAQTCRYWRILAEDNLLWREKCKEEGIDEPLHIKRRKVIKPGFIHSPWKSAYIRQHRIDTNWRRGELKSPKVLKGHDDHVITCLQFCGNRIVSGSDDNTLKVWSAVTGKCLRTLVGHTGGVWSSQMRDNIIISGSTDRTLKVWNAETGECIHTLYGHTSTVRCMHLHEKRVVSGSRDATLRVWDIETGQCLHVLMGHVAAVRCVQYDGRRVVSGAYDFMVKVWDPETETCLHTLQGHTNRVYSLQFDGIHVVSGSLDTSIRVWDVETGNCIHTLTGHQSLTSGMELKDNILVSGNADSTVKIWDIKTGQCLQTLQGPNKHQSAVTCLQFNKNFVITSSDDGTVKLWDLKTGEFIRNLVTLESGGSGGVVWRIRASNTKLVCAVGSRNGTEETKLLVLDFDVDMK
MITF primary: human MITF inhibition, primary screen. O75030. AlphaScreen MITF homodimerization, bead proximity signal. inhibition, % at 2.6 µM. 650,000 tested, 0.91% active; in the data active = inhibition above about 50%;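 note: 0% = vehicle wells with protein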
The depositor's hits bear a star.

SMILES	GPR151 ag	TEAD-YAP block	FBW7 act	MITF primary
Cc1ccccc1-n1c(=S)sc2c1nc(SCC(=O)N1CCC(C)CC1)n1c3ccccc3nc21	-0.5	-6	-0.1	7
CCc1cc2c(=O)n(CCc3ccccc3)cnc2s1	-1.2	-74	0.2	12
CC1(C)CC(=O)C/C(=N/NC(=O)C2C3CCCCC32)C1 (stereo unspecified)	-0.5	2	-0.1	0
COc1ccc(Cc2nn3c(-c4ccncc4)nnc3s2)cc1	-2.1	8	-0.1	9
Cc1cc2ncn(C3CC(=O)N(Cc4ccccc4)C3=O)c2cc1C (stereo unspecified)	0.5	-1	0.0	3
NC(=O)C1(N2CCCCC2)CCN(c2nc(-c3ccc(Cl)cc3Cl)cs2)CC1	0.2	7	0.0	-3
Cc1ccc(CN(C)CC(=O)Nc2ccc(C)c(C)c2)cc1	1.5	11	-0.2	46
CC(C)COC(=O)N1CCC(C(=O)NC(c2ccccn2)c2cccs2)CC1 (stereo unspecified)	2.5	6	-0.6	0
CCn1c(=O)cc(OCC(=O)N2CCN(c3cc(C)ccc3C)CC2)c2ccccc21	-0.6	-4	-0.1	18
O=C(CSc1nnc(-c2ccccc2)c(-c2ccccc2)n1)c1ccccc1	-0.2	7	-0.3	2
CCN(CC)C(=O)Cn1cnc2sc(C(=O)Nc3c(F)cccc3F)c(C)c2c1=O	1.4	-3	0.0	-1
O=c1ccnc(Nc2ccc3c(c2)OCCO3)[nH]1	-1.4	8	-0.1	-6
CC(C)OC(=O)CSc1nnc(-c2ccccc2)n1Cc1ccco1	-0.7	10	0.3	8
CCCNC(=O)C/C(C)=N/NC(=O)COc1ccccc1C	-0.9	-2	-0.1	10
CC1=C(C(=O)Nc2ccc(F)cc2F)C(c2ccc(N(C)C)cc2)C2=C(CC(C)(C)CC2=O)N1 (stereo unspecified)	-1.0	-36	0.1	11
CC(=O)c1sc(N2N=C(c3cccs3)CC2c2ccc(F)cc2)nc1C (stereo unspecified)	0.2	1	0.1	1
COc1cccc2c1OCc1sc3[nH]c(=S)[nH]c(=O)c3c1-2	0.9	-3	0.0	42
CNC(=S)NCCNc1nc2c(C)c(C)ccc2cc1C#N	1.2	-1	0.1	-5
O=C(CN1CCC(n2nnc3cc(C(F)(F)F)ccc32)CC1)NCc1ccccc1F	-0.6	8	0.0	12
CC(C)OC(=O)c1ccc(N2C(=O)C3CC=CCC3C2=O)cc1 (stereo unspecified)	1.2	-9	0.0	4
CC(c1ccon1)N(C)C(=O)c1cccc(OC2CCN(S(C)(=O)=O)CC2)c1 (stereo unspecified)	-0.8	8	0.2	4
Cc1[nH]n(-c2ccc(Cl)cc2)c(=O)c1C=Nc1ccc(S(=O)(=O)Nc2cc(Cl)ccc2O)cc1	-1.7	-4	0.0	2
O=C(Cn1c(=O)n(Cc2cccs2)c2ncccc21)NC1CCCC1	-0.7	-3	-0.1	5
Cc1c(NC(=O)c2ccc(-c3ccccc3)o2)cccc1-c1nc2ncccc2o1	0.1	1	0.1	5
CC1Cc2ccccc2N1CC(=O)Nc1sc2c(c1C(N)=O)CCC2 (stereo unspecified)	2.0	7	0.0	0
CCc1cccc(NC(=O)CN(c2ccc(OC)cc2)S(=O)(=O)c2c(C)n[nH]c2C)c1	-0.1	-1	0.6	-12
CCOC(=O)c1ccc(NC(=O)c2ccc(NC(=O)C3CCCO3)cc2)cc1 (stereo unspecified)	0.3	-8	-0.1	2
O=C(CCC(=O)Nc1cccnc1)Nc1cccnc1	0.7	-1	0.0	18
Cc1c(C(=O)NCc2ccc(N3CCN(C)CC3)cc2)cnn1-c1ccc(Cl)cc1	-0.8	3	-0.2	12
COc1ccc(-n2nc(C(=O)N3CCOCC3)c3c4ccccc4n(C)c3c2=O)cc1	-1.0	5	0.0	1
O=C(NCCCN1CCCC1=O)c1cccc(N2CCc3ccccc3C2)n1	1.9	-10	0.0	-4
CCOC(=O)N1CCN(C(=O)Cn2c(=O)c3ccccc3n(CC)c2=O)CC1	2.4	5	0.0	-3
CCOc1ccc(NC(=O)CCNC(=O)Cn2cnc3ccccc3c2=O)cc1	1.2	11	-0.1	12
Cc1nc2sccn2c1CN1CCN(CCC(C)C)C(CCO)C1 (stereo unspecified)	0.2	3	-0.2	-1
Cc1nc2cc(NC(=O)Nc3ccc(Br)cc3)ccc2n1C	0.7	-56	0.3	9
Clc1ccc(CCNc2ncnc3nc[nH]c23)cc1	2.7	0	0.1	-12
COc1c(C)cnc2c1c(=O)n(CC#N)c(=O)n2C	-0.5	-9	1.8	1
CC1Sc2cc(S(=O)(=O)C(C)CC(=O)NCc3ccccc3)ccc2NC1=O (stereo unspecified)	-1.9	10	0.6	1
O=C1N=C(N2CCc3ccccc3C2)S/C1=C\c1ccc(O)cc1	-0.9	3	0.0	9
Cc1cccc(-n2nc3c(c2NC(=O)c2ccccc2Br)CS(=O)(=O)C3)c1C	0.3	14	0.1	11
Cc1c(C(=O)Nc2ccc(C(F)(F)F)cc2)sc2ncn(CC(=O)N3CCCC3)c(=O)c12	-0.9	5	0.0	9
CC(NC(=O)CCCC1=NS(=O)(=O)c2ccccc2N1)c1ccccc1 (stereo unspecified)	1.8	1	0.0	4
Nc1sc(-c2ccccc2)c(Cc2ccccc2)c1C(=O)O	-1.0	11	0.2	-2
CC1=C(C(=O)OCc2ccccc2)C(c2ccccc2Cl)C2=C(CC(C)(C)CC2=O)N1 (stereo unspecified)	1.1	3	0.1	16
O=C(Nc1ccccc1)c1cc2ccccc2oc1=Nc1cccc(F)c1	0.9	-65	0.0	-21
COc1ccccc1-c1cnn2c(N3CCC[C@H]3CO)ccnc12	1.7	-54	0.1	5
Cc1c(NC(=O)CSc2nc3ccccc3n2C)c(=O)n(-c2ccccc2)n1C	1.1	10	0.1	-6
C/C(=N\NC(=O)c1ccncc1)C12CC3CC(CC(C3)C1)C2	-0.6	-9	0.0	-20
CC1=CC(C)(C)N2C(=O)C3(C(C#N)=C(N)OC4=C3C(=O)CC(C)(C)C4)c3c(C)c(C)cc1c32 (stereo unspecified)	9.5*	-4	0.2	4
O=C(CCN1C(=O)C2CC=C(Cl)CC2C1=O)Nc1cccc2ccccc12 (stereo unspecified)	2.7	-3	-0.2	5
c1ccc(CNc2ncnc3nc(N4CCN(Cc5ccc6c(c5)OCO6)CC4)[nH]c23)cc1	2.3	2	-0.1	10
CCOC(=O)c1ccc(NC(=O)Nc2cnn(CC)c2C(N)=O)cc1	-0.8	-5	0.0	-8
CCOC(=O)C1=C(C)N=c2s/c(=C\c3cc(OC)ccc3Br)c(=O)n2C1c1cccc(OC)c1 (stereo unspecified)	-0.6	3	-0.1	2
CCOC(=O)c1sc(N/N=C/c2cccnc2)nc1C	-0.8	-11	-0.1	-4
CCCCCCOC(=O)C1=C(C)NC(=O)NC1c1cc(OC)ccc1OC (stereo unspecified)	2.2	6	0.2	13
COC(=O)C[n+]1ccccc1CCC#N	1.1	2	-0.4	-2
CCc1cccc(C)c1NC(=O)c1[nH]c(C)c(C(C)=O)c1C	-1.3	-8	0.4	19
Cc1nc(N2CCN(c3ccccn3)CC2)c2c(C)c(C(=O)Nc3ccc(Oc4ccccc4)cc3)sc2n1	0.6	1	-0.5	-2
COc1cc(Cl)c(S(=O)(=O)NCc2ccccc2)cc1Cl	0.1	11	0.3	12
COCCOC(=O)C1=C(C)NC2=C(C(=O)CC(c3ccc(Cl)cc3)C2)C1c1ccc(Br)cc1 (stereo unspecified)	0.9	11	0.4	0

Three structures out of the list, arranged by molar mass, falling.
SMILES	GPR151 ag	TEAD-YAP block	FBW7 act	MITF primary
CC1=CC(C)(C)N2C(=O)C3(C(C#N)=C(N)OC4=C3C(=O)CC(C)(C)C4)c3c(C)c(C)cc1c32 (stereo unspecified)	9.5*	-4	0.2	4
CC(NC(=O)CCCC1=NS(=O)(=O)c2ccccc2N1)c1ccccc1 (stereo unspecified)	1.8	1	0.0	4
O=C(Nc1ccccc1)c1cc2ccccc2oc1=Nc1cccc(F)c1	0.9	-65	0.0	-21

The results go on.
SMILES	GPR151 ag	TEAD-YAP block	FBW7 act	MITF primary
COc1ccc(/C(C)=N\NC(=O)c2ccc(O)cc2)cc1	0.7	-10	-0.1	0
COc1ccc(/C=C(\NC(=O)c2ccccc2)C(=O)N2CCCCC2)cc1	0.1	0	0.0	5
COc1ccc(N(C)C(=O)CCS(=O)(=O)c2ccc(OC)cc2)cc1	0.7	-4	0.0	12
Cc1c(N(S(=O)(=O)c2ccc3ccccc3c2)S(=O)(=O)c2ccc3ccccc3c2)c(=O)n(-c2ccccc2)n1C	0.6	7	-0.1	-2
O=C(c1c[nH]c2ccc(S(=O)(=O)N3CCc4ccccc43)cc2c1=O)N(Cc1ccco1)CC1CCCO1 (stereo unspecified)	0.0	7	0.1	-5
O=C(Cc1ccc([N+](=O)[O-])cc1)N/N=C/c1ccc(F)cc1	1.5	-1	-0.2	0
Cc1ccnc(N=Cc2nc(-c3ccc(Br)cc3)oc2O)c1	-0.7	-5	-0.1	9
Fc1ccc(-c2nnc3ccc4ccccc4n23)cc1	2.0	-11	-0.1	15
COc1cc2cc(C)c3nnc(SCC(N)=O)n3c2cc1OC	2.7	-16	-0.6	-3
O=C(c1sc(N2CCOCC2)nc1-c1ccccc1)N1CCOCC1	1.4	6	0.8	20
C=CCn1c(=NC(=O)c2ccco2)sc2cc(OC)ccc21	-1.1	-27	0.8	-8
CCCc1cc2c(=O)c(-c3ccc4c(c3)OCCO4)c(C)oc2cc1OC(C)=O	-1.0	-11	0.1	6
COc1cc(OC)c(C2NC(=O)NC(C)=C2C(=O)Nc2ccccc2C)cc1OC (stereo unspecified)	0.7	5	0.1	-1
CCOC(=O)c1[nH]c2cc3c(cc2c1CCCN1C(=O)c2ccccc2C1=O)OCCO3	-0.5	-17	0.2	15
Cc1ccc(NC(=O)/C(=C/c2ccc([N+](=O)[O-])cc2)NC(=O)c2ccc(C(C)(C)C)cc2)cc1F	-1.8	-5	0.0	4
Cc1ccccc1NC(=O)N1CCN(CC(=O)c2ccco2)CC1	-0.7	-11	0.2	54*
CC1CCCN(c2nc3c(c(=O)[nH]2)CCN(Cc2ccc4nccnc4c2)C3)C1 (stereo unspecified)	0.7	-7	0.0	11
CN1C(=O)c2ccc(NC(=O)c3cccc4c(Br)cccc34)cc2C1=O	0.2	1	-0.1	-6
O=C(OCC1CCCO1)c1c(F)cccc1Cl (stereo unspecified)	-1.5	4	0.0	7
O=C1Nc2ccc(S(=O)(=O)Nc3ccc(N4CCCCC4)cc3)c3cccc1c23	2.2	9	0.0	21
CCCCOC(=O)c1cccc(NC(=O)CN2C(=O)c3ccccc3C2=O)c1	2.2	2	0.1	4
COc1ccc(-c2cc(-c3ccccc3)nc(SCC(=O)Nc3cc(C)on3)c2C#N)cc1	0.4	-12	-0.2	-14
COc1ccc(CNS(=O)(=O)c2ccc3c(c2)NC(=O)C(C)C(=O)N3)cc1 (stereo unspecified)	0.3	-10	0.3	-7
CCOC(=O)N1CCN(c2nc(-c3ccccc3)c3ccccc3n2)CC1	0.1	9	0.8	15
O=C(O)Cn1cc(/C=C2/NC(=O)N(c3ccc(Cl)cc3)C2=O)c2ccccc21	1.1	17	0.2	10
COC(=O)c1cn(C(=O)Cc2ccccc2)nc1N	-0.4	-3	-0.1	1
O=C(CN1N=C(c2ccccc2)CCC1=O)NCCCN1CCc2ccccc2C1	-1.1	5	0.0	7
Cc1cccc(NC(=O)C2COc3ccccc3O2)c1 (stereo unspecified)	-0.5	-54	0.1	-14
CCOc1cc(C(=O)NCc2cccnc2)cc(Br)c1OC	2.6	-2	0.1	4
CCCc1cc(C(=O)NNC(=O)Nc2ccc(OC)cc2OC)cs1	-0.5	-1	-0.1	-4
Cc1ccc(S(=O)(=O)Nc2ccccc2C(=O)N=c2sc3cc(C)ccc3n2C)cc1	0.0	16	0.1	-5
COc1ccc(C2=NN(C(=O)CSc3nnc(CNC(=O)c4ccccc4)n3C)C(c3ccc(OC)cc3)C2)cc1 (stereo unspecified)	1.4	4	0.1	-13
COC(=O)c1ccc(-c2nc(-c3ccc(NC(=O)Cn4cc([N+](=O)[O-])cn4)cc3)no2)cc1	0.5	8	-0.1	9
CC(C)=CCN1CCNC(=O)C1CC(=O)N(C)Cc1ccncc1C (stereo unspecified)	-1.1	-2	0.0	5
O=C(CC1Nc2c3ccccc3nc(=S)n2C1=O)NCc1ccc(F)cc1 (stereo unspecified)	1.1	10	0.0	4

Structural class: those above with a thiophene ring, fused or not (eleven)
SMILES	GPR151 ag	TEAD-YAP block	FBW7 act	MITF primary
CCc1cc2c(=O)n(CCc3ccccc3)cnc2s1	-1.2	-74	0.2	12
CC(C)COC(=O)N1CCC(C(=O)NC(c2ccccn2)c2cccs2)CC1 (stereo unspecified)	2.5	6	-0.6	0
CCN(CC)C(=O)Cn1cnc2sc(C(=O)Nc3c(F)cccc3F)c(C)c2c1=O	1.4	-3	0.0	-1
CC(=O)c1sc(N2N=C(c3cccs3)CC2c2ccc(F)cc2)nc1C (stereo unspecified)	0.2	1	0.1	1
COc1cccc2c1OCc1sc3[nH]c(=S)[nH]c(=O)c3c1-2	0.9	-3	0.0	42
O=C(Cn1c(=O)n(Cc2cccs2)c2ncccc21)NC1CCCC1	-0.7	-3	-0.1	5
CC1Cc2ccccc2N1CC(=O)Nc1sc2c(c1C(N)=O)CCC2 (stereo unspecified)	2.0	7	0.0	0
Cc1c(C(=O)Nc2ccc(C(F)(F)F)cc2)sc2ncn(CC(=O)N3CCCC3)c(=O)c12	-0.9	5	0.0	9
Nc1sc(-c2ccccc2)c(Cc2ccccc2)c1C(=O)O	-1.0	11	0.2	-2
Cc1nc(N2CCN(c3ccccn3)CC2)c2c(C)c(C(=O)Nc3ccc(Oc4ccccc4)cc3)sc2n1	0.6	1	-0.5	-2
CCCc1cc(C(=O)NNC(=O)Nc2ccc(OC)cc2OC)cs1	-0.5	-1	-0.1	-4

Screening results (PubChem BioAssay)
